# RTF Ca sens inh – cardiac RTF calcium desensitization; P19429+P45379; IANBD-labeled cardiac RTF, Ca2+ fluorescence; inhibition, % at 7.15 µM; 0.12% of 340,000 active; AID 493244;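 active = inhibition above the mean inhibition of all tested compounds plus 3 SD, cut at about 17% in these data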;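 also: assay run at fixed EC70 calcium of 1.6 mM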
# OPRM1-OPRD1 ag – agonists of human mu-delta opioid receptor heterodimerization; P35372+P41143; cells, OPRM1-OPRD1 heterodimerization, luminescence; activation, % at 9.3 µM; 0.3% of 340,000 active; AID 504326; in the data active = activation above about 18%;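 also: 0% = vehicle-treated cells and 100% = reference agonist; values of inactives mirror those of a sister screen read the other way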
# RTF Ca sens act – cardiac RTF calcium sensitization; 0.24% of 340,000 active; P19429+P45379; activation, % at 7.2 µM; IANBD-labeled TnC RTF fluorescence at EC20 calcium; 0% EC20 calcium, 100% full calcium; AID 493008;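 active = activation above the mean over all tested compounds plus 3 SD, cut at about 30% in these data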;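 also: rise in fluorescence read as greater calcium sensitivity of cardiac thin filaments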
# C-LANA FP – blocks KSHV LANA C-terminal domain binding to DNA | AID 504423 | MBP-C-LANA/FAM-LBS DNA binding, fluorescence polarization | inhibition, % at 9 µM | 0.078% of 340,000 active;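 active = highest replicate inhibition at or above 60% at 9 µM, even if other replicates fall short; inactive = all replicates below 60% inhibition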;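 also: 0% = neutral control wells and 100% = 4 µM acridine orange control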
# HTR5A ag – HTR5A agonism, opioid heterodimer counter-screen; P47898; HTR5A agonist assay, luminescence, cell-based; activation, % at 9.3 µM; 0.61% of 340,000 active; AID 504692; in the data active = activation mostly above about 9.5%, no sharp cut-off; inactive = mostly below about 7.6%;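 also: 0% = cells with vehicle only and 100% = reference agonist; strong numbers were not always called active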
# Target sequence (P47898 whole entry, looked up): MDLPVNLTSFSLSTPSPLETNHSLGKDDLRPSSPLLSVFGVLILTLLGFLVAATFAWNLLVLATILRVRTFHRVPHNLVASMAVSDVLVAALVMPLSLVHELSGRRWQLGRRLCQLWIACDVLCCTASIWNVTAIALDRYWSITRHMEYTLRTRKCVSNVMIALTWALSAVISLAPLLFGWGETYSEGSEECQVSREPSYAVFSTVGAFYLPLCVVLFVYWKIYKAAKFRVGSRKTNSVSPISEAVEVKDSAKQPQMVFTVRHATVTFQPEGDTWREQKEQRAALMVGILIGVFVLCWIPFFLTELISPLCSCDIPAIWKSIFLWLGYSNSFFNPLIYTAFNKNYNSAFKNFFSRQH
# CAL-PDZ inh HTS – blocks peptide binding to the human CAL PDZ domain. 0.92% of 300,000 active. purified CAL PDZ, TMR-peptide fluorescence polarization, 1 h. inhibition, % at 24.9 µM. AID 602252;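 active = mean inhibition of at least 30% with at least half of replicates also reaching 30%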;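 also: 0% = DMSO neutral control and 100% = excess unlabeled competitor peptide PRC23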
# Keap1-Nrf2 PPI – disrupts human Keap1 binding to Nrf2 peptide; Keap1 Kelch-Nrf2 peptide fluorescence polarization, 1536-well; inhibition, % at 9.4 µM; 0.15% of 340,000 active; AID 504523; in the data active = inhibition above about 12%;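 also: human Keap1 Kelch domain with fluorescein labeled Nrf2 9mer peptide probe; 0% = neutral control wells and 100% = peptide positive control; higher means more block of Keap1 binding to Nrf2 peptide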
# Target sequence (Q14145 whole entry, looked up, the tested form may be a part): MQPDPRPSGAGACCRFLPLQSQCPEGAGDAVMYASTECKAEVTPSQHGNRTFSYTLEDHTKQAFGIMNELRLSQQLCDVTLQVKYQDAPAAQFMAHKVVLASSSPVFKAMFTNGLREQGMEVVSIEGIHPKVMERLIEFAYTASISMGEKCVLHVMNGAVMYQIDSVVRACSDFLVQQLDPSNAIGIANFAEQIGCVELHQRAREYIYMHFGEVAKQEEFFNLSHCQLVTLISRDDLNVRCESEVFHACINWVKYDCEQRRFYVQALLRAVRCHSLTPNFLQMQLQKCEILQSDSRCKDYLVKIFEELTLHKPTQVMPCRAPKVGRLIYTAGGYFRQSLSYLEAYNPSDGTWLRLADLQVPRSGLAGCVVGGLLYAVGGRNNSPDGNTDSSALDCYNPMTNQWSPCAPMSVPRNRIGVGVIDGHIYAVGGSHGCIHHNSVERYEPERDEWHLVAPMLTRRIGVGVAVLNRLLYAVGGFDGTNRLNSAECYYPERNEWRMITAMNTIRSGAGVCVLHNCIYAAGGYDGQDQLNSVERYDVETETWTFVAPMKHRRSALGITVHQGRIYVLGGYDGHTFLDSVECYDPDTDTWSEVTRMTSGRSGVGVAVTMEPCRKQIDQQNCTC
# V-ATPase pHluor – alters yeast V-ATPase proton transport | S. cerevisiae, pHLuorin cytosolic pH fluorescence | response, % at 10 µM | 0.37% of 350,000 active | AID 504577; in the data active = response mostly above about 7.3%, no sharp cut-off; inactive = mostly below about 5.4%; also: actives read high; inactives centre near 0; some compounds called inactive have numbers as strong as hits; reference of the scale not given here
# OPRM1-OPRD1 inv – inverse agonists of human mu-delta opioid receptor heterodimerization | P35372+P41143 | cell-based MOR-DOR heterodimer luminescence, inverse agonism | inhibition, % at 9.3 µM | 0.21% of 340,000 active | AID 504357; in the data active = inhibition above about 22%, passing the limit was not always enough;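 also: 0% = cells with DMSO and 100% = wells without cells with DMSO; values of inactives mirror those of a sister screen read the other way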
# HTR5A inv ctr – inverse agonist of human HTR5A in OPRM1-OPRD1 counter-screen. P47898. HTR5A cell line, luminescence, inverse agonism. 0.083% of 340,000 active. inhibition, % at 9.3 µM; in the data active = inhibition mostly above about 23%, no sharp cut-off; inactive = mostly below about 18%;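 also: 0% = cells with DMSO and 100% = no-cell wells with DMSO; some compounds called inactive have numbers as strong as hits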
# * = called active by the depositor; nt = not tested or not shown.
SMILES,RTF Ca sens inh,OPRM1-OPRD1 ag,RTF Ca sens act,C-LANA FP,HTR5A ag,CAL-PDZ inh HTS,Keap1-Nrf2 PPI,V-ATPase pHluor,OPRM1-OPRD1 inv,HTR5A inv ctr
COc1cc(OC)cc(C(=O)Nc2ccc(S(=O)(=O)N3CCOCC3)cc2)c1,-4,-0.2,5,1.0,6,-9,0,-6,1,-17
Cc1n[nH]c(C)c1S(=O)(=O)N1CCN(C(=O)c2ccco2)CC1,2,-0.5,-4,1.9,-3,3,1,-2,2,-5
Cn1c(=O)c2c(nc(N3CCCCC3)n2CCSc2nc3ccccc3s2)n(C)c1=O,-2,-1.3,2,-0.2,4,nt,5,0,6,-10
Cc1ccc(N=Cc2c(O)n(-c3nccs3)c(=O)c3ccccc23)cc1,-20,-2.8,5,2.4,-1,1,-3,1,15,8
CC(C)CN(CC(C)C)C(=O)c1cc2c(=O)n3ccccc3nc2s1,-5,3.4,1,-0.3,-1,-6,-3,-5,-16,4
COc1cc(OC)cc(C(=O)N[C@H](C(=O)OCC(=O)NC(=O)c2cccn2C)C(C)C)c1,-2,-2.5,-1,0.2,4,-4,-6,2,13,-11
N/C(=N\OC(=O)c1cc(-c2ccccc2)nc2ccccc12)c1ccncc1,-4,-2.2,-2,-1.1,-4,-7,1,3,13,10
NNC(=O)c1cc(Br)cs1,-4,10,-1,-0.2,8,-2,-2,-3,-58,11
CSc1ccc(/C=N/n2c(Cc3ccc(Br)cc3)n[nH]c2=S)cc1,-9,5.8,2,-2.8,-13,-3,5,0,-30,32*
Cc1cccc(NC(=O)CSCC(=O)Nc2cc(S(=O)(=O)N3CCOCC3)ccc2OC(C)C)c1,7,-3.1,-2,-1.2,-1,-3,0,-3,17,3
Cc1nc(Nc2ccccc2)sc1C,4,-2.8,0,0.1,0,-1,-4,0,14,0
CC1(C)NC(C)(C)c2nonc2/C1=N\O,7,-2.0,5,-0.3,-1,4,-3,3,12,12
Cc1ccc(C)c(N2CCN(C(=O)Cn3c(=O)[nH]c4ccsc4c3=O)CC2)c1,-2,-2.0,-1,1.6,7,nt,-4,-1,12,-17
O=C(CSc1nnc(-c2ccncc2)s1)Nc1ccccc1,7,-1.7,-7,0.1,1,-3,0,2,9,-2
O=C(O)CC(c1ccc(C(F)(F)F)cc1)N1Cc2ccccc2C1=O (stereo unspecified),-7,-1.8,0,-0.7,-4,2,-3,2,11,15
O=S(=O)(c1cccc(C(F)(F)F)c1)N1CCN(c2nnnn2-c2ccccc2)CC1,3,1.7,-4,0.0,-1,-4,4,-5,-9,-22
CCC(C)C(NC(=O)OC(C)(C)C)C(=O)NCc1ccco1 (stereo unspecified),3,-2.5,-7,1.2,3,7,-4,-1,10,8
CCN(CC)c1ccc(C(=C2C=CC(=[N+](CC)CC)C=C2)c2ccccc2)cc1,-1,52*,2,0.4,-2,-2,-4,-1,-229,8
Cc1nn(Cc2ccccc2)c(Cl)c1C(=O)OC1CCOC1=O (stereo unspecified),-3,1.0,-5,-1.1,4,nt,3,0,-4,5
COc1ccc(CC(=O)OCC(=O)Nc2ccc(Cl)cc2C)cc1,3,-3.2,-7,0.2,0,nt,2,-1,17,0
CC(C)[C@H](N)C(=O)NC[C@H]1CC[C@H](C(=O)N[C@@H](Cc2ccccc2)C(=O)O)CC1,-5,-3.2,-5,-1.1,-1,0,-8,2,15,5
CCC(=O)c1cn(CC(=O)NCC2CCCO2)c2ccccc12 (stereo unspecified),-4,-1.5,3,2.5,-1,-1,-2,2,8,20
CCCN1Cc2cccc(C(=O)NCc3cccs3)c2C1=O,2,-2.9,3,0.3,1,-9,1,-1,17,-13
CC(=O)OCC1OC(n2c3c(cc(C#N)c2=S)CCCC3)C(OC(C)=O)C(OC(C)=O)C1OC(C)=O (stereo unspecified),-15,-3.8,-6,0.8,-2,-1,4,0,17,6
O=c1oc2cc(Br)ccc2n1Cc1ccccc1,-2,-2.0,-3,-0.8,-2,nt,2,4,10,25
COCCN1CCc2[nH]c(=S)[nH]c(=O)c2C1,2,-0.6,-2,-1.0,-1,-1,-5,-1,4,2
COc1cc(C=NNC(=O)c2ccccc2NS(=O)(=O)c2cccs2)cc(OC)c1O,-5,-3.0,2,-1.4,-2,-14,5,2,12,6
Nc1nc(SCc2ccccc2Cl)[nH]c(=O)c1-c1ccccc1,2,-2.4,-3,1.6,0,-4,4,-3,13,2
Cc1ccc(Cl)cc1N(CC(=O)NC(C)c1ccccc1)S(C)(=O)=O (stereo unspecified),-3,-1.2,2,6.4,1,19,-1,1,6,-3
CCNC(=S)N1CCN(c2ccccn2)CC1,-4,-2.4,4,3.4,8,0,-4,3,11,-2
CCN1C(=O)C(CC(=O)Nc2cccc(C(C)=O)c2)S/C1=N\c1ccccn1 (stereo unspecified),5,-0.4,-5,0.5,10,-2,-4,2,2,13
CCCc1nnc(SCC(=O)Nc2cccc(Cl)c2Cl)o1,-7,-1.2,2,0.8,5,-4,-2,3,7,-13
CN(C)c1nc(-c2ccc([N+](=O)[O-])cc2)cs1,-15,3.3,-1,1.0,-5,nt,-4,3,-14,-9
COc1ccc(C(=O)c2ccc(Br)cc2)cc1,-6,1.8,-2,-0.7,2,2,-1,0,-10,-8
CCOC(=O)c1cccc(NC(=O)C2CCC(CNc3c(N4CCOCC4)c(=O)c3=O)CC2)c1 (stereo unspecified),-8,-1.6,2,0.7,22*,nt,-2,-3,9,-57
O=C(OCC(=O)c1ccc[nH]1)c1ccc(F)c(S(=O)(=O)N2CCOCC2)c1,-5,-3.0,-3,0.2,5,-4,2,7,11,-38
Cc1nc2ccccc2n1CC(=O)N1CC(=O)Nc2ccccc21,1,nt,12,-1.6,nt,0,3,4,nt,nt
O=C(CCCn1c(=S)[nH]c2cc3c(cc2c1=O)OCO3)NCc1ccccc1Cl,-2,-0.9,-3,-0.2,5,-2,1,-2,5,-22
Cc1nn(C)cc1S(=O)(=O)NCc1ccc2c(c1)OCO2,-16,-2.4,-5,1.0,0,4,-1,1,12,6
COc1ccccc1-c1noc(COC(=O)c2ccc(Br)o2)n1,3,-2.2,1,1.7,6,nt,-2,2,9,17
CCOC(=O)C1=C(N)n2c(s/c(=C\c3ccco3)c2=O)=C(C(=O)OC(C)C)C1c1ccco1 (stereo unspecified),-8,1.6,3,0.7,-2,-5,-6,1,-9,-27
COc1ccc(N=CC2=C(O)CC(C)(C)CC2=O)cc1,-6,-1.4,0,0.5,0,-9,1,-2,8,1
CC(=O)C(=Nc1cccc(Cl)c1)NNc1ccccc1C,-1,12,-6,0.9,2,0,1,-5,-60,-9
Cc1oc(-c2ccccc2)cc1C(=O)Nc1ccc2ccccc2c1,-10,0.9,1,2.6,0,1,4,-1,-6,5
COC(=O)c1cc(NC(=O)CC2C(=O)NCCN2C(=O)c2ccc(F)cc2)cc(C(=O)OC)c1 (stereo unspecified),5,-2.4,-4,0.7,2,-2,4,-2,13,9
CC(C)NC(=O)CSc1nc2ccccc2n1CC(=O)N1CCc2ccccc21,-3,nt,1,-0.1,nt,nt,1,-1,nt,nt
CCCn1c(O)c(/C=C2\C=NN=C2c2ccccc2)sc1=S,-3,1.2,1,-1.2,-6,nt,1,-1,-5,11
O=C(ONC1=NCCCCC1)c1ccc([N+](=O)[O-])cc1,-1,0.4,-3,0.6,5,1,1,-1,-3,-12
Cc1cccc(C)c1NC(=O)CSc1cc(C(=O)c2nccn2C)c2ccccc2n1,-20,0.5,2,-2.0,0,-3,-7,2,-3,-23
Cn1c(=O)c2[nH]c(-c3ccc(S(=O)(=O)O)cc3)nc2n(C)c1=O,-3,-1.8,2,-1.2,1,-2,-2,-2,10,-40
O=C(O)CC(NC(=O)C12CC3CC(CC(C3)C1)C2)c1ccc(Cl)cc1 (stereo unspecified),-5,-1.4,5,-1.0,1,nt,0,1,7,-4
COc1cc(C(=O)Nc2ccc(NC(=O)c3ccccc3)nc2)cc(OC)c1OC,1,-0.8,-4,1.9,-2,-5,0,1,6,-7
Cn1c(=O)[nH]c(=O)c2c1nc(N1CCN(Cc3ccccc3)CC1)n2CCSc1ncccn1,2,-1.0,2,1.2,14,-6,0,3,6,-41
Cc1ccc(C(C(=O)NC2CCCC2)N(C(=O)CNC(=O)c2cccs2)c2cccnc2)o1 (stereo unspecified),-13,-0.7,0,0.5,6,-1,5,0,4,1
OCC[C@@H]1C[C@@H](O)[C@H](O)[C@]2(Cc3ccccc3CO2)O1,-1,-2.6,2,1.7,-3,-1,2,-2,15,-1
c1ccc(-n2nnnc2SCc2cccc(CSc3nnnn3-c3ccccc3)n2)cc1,-3,-1.3,-7,1.5,6,3,-1,1,7,-20
CN(C)C(=O)COC(=O)c1ccccc1Sc1ccccc1C#N,6,-2.3,1,-0.7,2,5,-2,-2,11,-5
COc1ccc(N=C2SC(CC(=O)Nc3cccc(Cl)c3)C(=O)N2Cc2ccco2)cc1 (stereo unspecified),2,0.9,2,-1.5,9,-4,-3,-3,-5,-19
CCOc1ccc(/C=C/C(O)=C2/C(=O)NC3(C)CC2c2ccccc2O3)cc1OC (stereo unspecified),3,-1.3,-1,-0.9,0,-5,2,2,7,-1
CCOc1cc(/C=C2\CN(C)C/C(=C\c3ccc(O)c(OCC)c3)C2=O)ccc1O,-5,-4.8,-2,1.8,-5,-4,-8,5,22,16

# 4 compounds from above, sorted by the value under OPRM1-OPRD1 inv, highest first.
SMILES | OPRM1-OPRD1 ag | C-LANA FP | CAL-PDZ inh HTS | Keap1-Nrf2 PPI | V-ATPase pHluor | OPRM1-OPRD1 inv
CN(C)C(=O)COC(=O)c1ccccc1Sc1ccccc1C#N | -2.3 | -0.7 | 5 | -2 | -2 | 11
Cn1c(=O)c2[nH]c(-c3ccc(S(=O)(=O)O)cc3)nc2n(C)c1=O | -1.8 | -1.2 | -2 | -2 | -2 | 10
c1ccc(-n2nnnc2SCc2cccc(CSc3nnnn3-c3ccccc3)n2)cc1 | -1.3 | 1.5 | 3 | -1 | 1 | 7
Cn1c(=O)[nH]c(=O)c2c1nc(N1CCN(Cc3ccccc3)CC1)n2CCSc1ncccn1 | -1.0 | 1.2 | -6 | 0 | 3 | 6

# Next section:
SMILES,RTF Ca sens inh,OPRM1-OPRD1 ag,RTF Ca sens act,C-LANA FP,HTR5A ag,CAL-PDZ inh HTS,Keap1-Nrf2 PPI,V-ATPase pHluor,OPRM1-OPRD1 inv,HTR5A inv ctr
CN(CC(=O)Nc1ccc(OC(F)(F)F)cc1)C(=O)Cc1c(Cl)cccc1Cl,-3,2.2,7,-0.6,8,6,-2,3,-12,12
Fc1ccc(C[n+]2csc3ccccc32)cc1,-11,0.2,-2,-1.7,1,nt,1,-4,-1,-21
COc1ccc(CCNC2=NCCS2)cc1OC,2,-3.3,1,1.6,-4,2,1,3,16,-29
Cc1cc(C)c(S(=O)(=O)N2CCOC2CNC(=O)C(=O)NCCN2CCOCC2)c(C)c1 (stereo unspecified),-1,-0.4,-1,-3.3,6,7,2,5,3,-41
CCCC(C(=O)NC1=NCCS1)c1ccccc1 (stereo unspecified),-9,-1.1,4,-0.6,1,-5,-5,0,5,-1
CCOc1ccc(NC(=O)c2sc3nc4n(c(=O)c3c2C)CCC4)cc1,-1,-2.5,-4,5.3,-5,-2,-5,-2,13,-22
O=C(COC(=O)c1ccco1)NC1CCCC1,-9,-0.8,-5,0.2,3,0,-1,-4,4,11
